Assay outcomes: PubChem BioAssay, Broad Institute
miR-122 sensor – inhibitors of miR-122 in Huh7 cells | activation (reporter increase), % at 12.5 µM | 340,000 tested, 0.3% active | AID 602342 | Huh7 miR-122 Renilla luciferase sensor, 48 h; neutral wells = 0, positive control = 100;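 active means mean replicate activation score at least 90 and every replicate individually at or above 90; inconclusive means only one of the two criteria met; inactive means neither criterion met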;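 further: higher luciferase means less miR-122 activity so hits act as miR-122 inhibitors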
E-selectin induc – E-selectin induction on HUVECs; P16581; HUVEC E-selectin immunofluorescence imaging; normalized: neutral wells 0, TNF-alpha wells 100; activation, % at 7.58 µM; 260,000 tested, 0.37% active;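 active means mean E-selectin-positive cell signal at least 10% of the positive control, reached in at least 60% of replicates, without over 20% cell loss; inconclusive means no rule given, readout overlaps actives, possibly toxicity-flagged; inactive means the rest, including those meeting only one limit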;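 further: in these data hits start at about 27%; measured in HUVEC primary endothelial cells; signal is the percent of cells scored E-selectin positive by PE staining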
Target sequence (P16581 whole entry, looked up): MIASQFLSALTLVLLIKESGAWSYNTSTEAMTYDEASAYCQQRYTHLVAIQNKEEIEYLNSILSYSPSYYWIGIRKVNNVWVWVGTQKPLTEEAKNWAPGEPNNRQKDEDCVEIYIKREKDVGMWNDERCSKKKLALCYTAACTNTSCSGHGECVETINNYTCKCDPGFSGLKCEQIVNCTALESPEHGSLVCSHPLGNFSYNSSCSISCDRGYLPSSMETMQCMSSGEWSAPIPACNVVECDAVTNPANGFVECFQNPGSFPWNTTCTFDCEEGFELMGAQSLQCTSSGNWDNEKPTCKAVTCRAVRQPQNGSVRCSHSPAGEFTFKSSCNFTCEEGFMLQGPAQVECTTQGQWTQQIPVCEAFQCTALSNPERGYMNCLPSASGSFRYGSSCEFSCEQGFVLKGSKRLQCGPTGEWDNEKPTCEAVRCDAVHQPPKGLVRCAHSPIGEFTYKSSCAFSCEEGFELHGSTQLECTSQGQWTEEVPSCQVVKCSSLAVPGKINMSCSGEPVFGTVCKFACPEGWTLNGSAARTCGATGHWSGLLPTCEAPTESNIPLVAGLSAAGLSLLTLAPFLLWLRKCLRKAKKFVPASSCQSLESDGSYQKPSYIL
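Test system – human umbilical vein endothelial cells (HUVEC), E-selectin induction · Input – 3,000 HUVEC seeded per well · Buffer or medium – EGM-2, gelatin · Compound dosing – single-point compound dose · Detection – immunofluorescence imaging · Measure – percent E-selectin-positive cells · Controls – TNF-alpha high, DMSO low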
RAD52 anneal inh – RAD52 (human) annealing inhibition | 360,000 tested, 0.46% active | inhibition, % at 18.7 µM | AID 651710 | recombinant RAD52 DNA annealing, FRET fluorescence;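 active means every replicate showing at least 50% inhibition; inconclusive means mean inhibition at least 50% but not in every replicate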
Target sequence (P43351 whole entry, looked up): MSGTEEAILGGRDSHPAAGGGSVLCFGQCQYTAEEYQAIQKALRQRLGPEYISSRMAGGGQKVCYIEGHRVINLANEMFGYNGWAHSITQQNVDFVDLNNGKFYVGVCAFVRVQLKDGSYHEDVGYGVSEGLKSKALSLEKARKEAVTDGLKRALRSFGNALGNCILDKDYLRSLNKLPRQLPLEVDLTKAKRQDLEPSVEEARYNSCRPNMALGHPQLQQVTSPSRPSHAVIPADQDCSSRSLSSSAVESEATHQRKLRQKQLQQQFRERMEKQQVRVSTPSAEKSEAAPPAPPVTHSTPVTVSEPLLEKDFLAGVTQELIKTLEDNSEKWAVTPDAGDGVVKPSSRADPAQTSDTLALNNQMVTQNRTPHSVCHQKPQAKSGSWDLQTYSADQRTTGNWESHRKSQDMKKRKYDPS
PglD DTNB – inhibitors of Campylobacter jejuni PglD acetyltransferase | purified PglD enzyme, DTNB colorimetric CoA detection | inhibition, % at 12.5 µM | 360,000 tested, 0.098% active | AID 602405; in the data active means inhibition above about 16%, passing the limit was not always enough; inconclusive means no clear call, values can overlap the other calls; further: strong numbers were not always called active
ERAP1 inh – blocks human ERAP1 aminopeptidase activity; recombinant ERAP1, Leu-AMC fluorescence, 60 min; inhibition, % at 10.7 µM; 340,000 tested, 0.15% active; AID 652197;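 active means mean replicate inhibition of at least 30%, or all replicates individually reaching that 30% level; inactive means mean below 30% and not every replicate reaching it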;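 further: 0% = neutral control wells and 100% = L-leucinethiol positive control wells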
Cneo AK release – Cryptococcus neoformans lysis via adenylate kinase release; 360,000 tested, 0.2% active; lysis activity, % at 15 µM; C. neoformans lysis, adenylate kinase release luminescence, 4 h; normalised: neutral wells 0, clomiphene wells 100;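 active means mean lysis activity across replicates of at least 80%, whatever share of replicates individually reach that level; inactive means mean lysis activity below 80%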
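Assay system: Cryptococcus neoformans yeast cells / Dosing: single-point compound dose / Timing: 4 h at 37 °C static, read 1 h later / Measured by: luminescence of released adenylate kinase using an AK detection reagent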
RAD54 branch – RAD54 (human) branch migration inhibition; Q92698; RAD54 Holliday junction branch migration, FAM/BHQ fluorescence; inhibition, % at 10.4 µM; 360,000 tested, 0.14% active; AID 602329;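 active means mean normalized replicate activity at least 40 and at least half of replicates scoring 40 or more; inconclusive means only one of the two criteria met; inactive means mean below 40 and under half of replicates reaching 40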;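 further: 0% = median of neutral control wells and 100% = median of positive control wells; inhibitors cause a drop in the FAM fluorescence signal; in these data hits start at about 50%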
PGC1a acetyl inh – PGC1a acetylation modulation, inhibitor mode; U2OS PGC1a acetylation, AlphaScreen anti-acetyl-lysine; with virally co-expressed GCN5 acetyltransferase; AID 651687; 350,000 tested, 0.17% active; inhibition, % at 15.6 µM;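 active means every replicate shows inhibition of at least 40%; inconclusive means mean inhibition at least 40% but some replicate below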;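 further: 0% = neutral control wells and 100% = positive control wells; some results beyond the cut were filed as inactive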
The depositor's hits bear a star; u = inconclusive; x = not tested or not shown; & = joins results of further samples; [ ] = dose if it differs, or a comment.

Molecule | miR-122 sensor | E-selectin induc | RAD52 anneal inh | PglD DTNB | ERAP1 inh | Cneo AK release | RAD54 branch | PGC1a acetyl inh
Nc1nnc(SCC(=O)Nc2cccc3ccccc23)s1 | -0.7 | 0.3 | -10.1 | 0.6 | 0.1 | -1.0 | 9.0 | 0.3
CC(=O)c1cc2c(cc1NC(=O)c1cnc(C)cn1)OCO2 | -2.5 | x | x | -12.1 | x | 1.0 | -11.5 | -6.0
CCc1cc(=O)oc2cc(C)cc(O)c12 | x | 0.0 | -12.5 | -1.3 | -0.8 | 0.7 | -2.4 | 1.2
C[C@@H]1CN([C@@H](C)CO)C(=O)c2cc(NC(=O)CCC(F)(F)F)ccc2O[C@@H](C)CCCCO[C@@H]1CN(C)C(=O)Nc1cccc2ccccc12 | -17.1[16.7 µM] | -0.3 | x | 0.8 | x | -10.8 | 15.2 | 4.0
CCCC#Cc1cnc2c(c1)C(=O)N([C@H](C)CO)C[C@@H](C)[C@H](CN(C)C(=O)Cc1ccncc1)O2 | -7.1[16.7 µM] | -0.1 | -15.1 | 0.4 | 2.1 | -3.9 | 4.1 | 6.9
C/C(N)=C(/C#N)C(=O)CSc1nnc(COc2ccccc2Cl)o1 | -2.7 | 0.0 | -20.3 | 1.3 | -0.7 | -0.4 | 4.3 | 7.5
Cc1cc2c(cc1S(=O)(=O)CCC(=O)N(C)Cc1ccccc1)OCC(=O)N2 | x | x | -5.1 | 2.4 | 1.6 | -1.4 | -7.0 | x
CCn1cc(S(=O)(=O)Nc2ccccc2C(F)(F)F)cn1 | 8.0 | -5.1 | -2.4 | -4.3 | 0.2 | -1.0 | 10.2 | -8.2
O=C(Nc1cc(F)ccc1F)N1C[C@H]2[C@@H](c3ccccc31)[C@H](CO)N2C(=O)c1ccccc1 | -8.3[16.7 µM] | 0.6 | -4.6 | 2.0 | -1.4 | -1.1 | 1.9 | 9.8
Cc1noc(C)c1NC(=O)Nc1ccc2c(c1)C(=O)N([C@H](C)CO)C[C@H](C)[C@H](CN(C)C(=O)Nc1ccc(F)cc1)O2 | -3.6[16.7 µM] | -0.1 | -0.4 | -2.6 | 0.3 | -4.9 | 5.6 | -6.6
CC(=O)Oc1ccc2oc(=O)c3c(c2c1)CCCN3C(=O)CN1CCN(c2ncccn2)CC1 | 9.4 | x | x | 1.4 | x | 5.1 | 2.8 | -11.1
COc1ccc(-c2cnc3c(c2)C(=O)N([C@H](C)CO)C[C@@H](C)[C@@H](CN(C)C(=O)NC2CCCC2)O3)cc1 | -0.2 | 1.0&-4.0 | -0.9&-1.0&9.7 | 2.6&5.0 | 3.1&0.1&-1.2 | 0.9&47.9 | -5.1&-0.7 | 8.9&-22.3&-12.4
NC(=O)C1CCN(C2CC(=O)N(c3ccc(F)c(Cl)c3)C2=O)CC1 (stereo not drawn) | -2.6 | x | x | -4.8 | x | -0.4 | -1.5 | 1.1
Cn1c(SCC(=O)O)nnc1-c1ccc(NC(=O)c2ccc(Cl)c(Cl)c2)cc1 | 1.7 | x | -3.8 | -1.8 | -6.5 | 2.1 | -16.9 | 8.5
Cc1cc(NCCCn2ccnc2)n2nc(C)c(-c3ccccc3)c2n1 | 2.7 | x | x | -1.7 | x | -1.6 | 6.0 | -15.2
C[C@@H]1CCCCO[C@@H](CN(C)CC2CCCCC2)[C@@H](C)CN([C@H](C)CO)C(=O)c2cc(NC(=O)C3CCCCC3)ccc2O1 | 30.0[16.7 µM] | -0.8 | -3.7 | -1.2 | 1.3 | 53.2 | -2.4 | -10.5
Cc1cc(C(=O)CCC(=O)N2CCN(c3ccccc3O)CC2)c(C)s1 | x | -1.5 | -37.5 | 1.2 | 1.0 | 0.5 | -6.8 | x
C/C=C/c1ccc2c(c1)O[C@H](CN(C)C(C)=O)[C@@H](C)CN([C@H](C)CO)S2(=O)=O | 3.1[16.7 µM] | 2.9 | -5.4 | -0.5 | -0.5 | 0.1 | -9.9 | 9.6
CN(Cc1ccccc1)C(=O)COC(=O)c1ccccc1Nc1ccccc1 | -35.1 | x | -23.1 | -1.8 | 2.7 | -1.2 | -9.1 | x
c1ccc(-n2c(Cc3cccnc3)nc3cnccc32)cc1 | -2.3 | x | x | 0.7 | x | 2.5 | -3.1 | 2.0
COc1ccc(C(=O)Nc2ccc3c(c2)OC[C@@H](C)N(C)C[C@H](C)[C@@H](OC)CN(C)C3=O)cc1 | 0.6[16.7 µM] | -0.1 | 13.7 | 1.6 | 0.1 | -5.1 | 4.2 | x
Cc1noc(C)c1NC(=O)Nc1cccc2c1O[C@H](CN(C)C(=O)NC(C)C)[C@H](C)CN([C@@H](C)CO)C2=O | 9.5[16.7 µM] | 1.2 | 0.9 | 3.2 | 1.3 | -1.2 | 1.3 | -7.3
COc1ccc(NC(=O)NC(C)c2ccncc2)cc1OC (stereo not drawn) | -3.8 | x | x | 1.4 | x | 1.9 | -0.9 | 0.7
CCc1ccc(OC2(C)CCN(Cc3ccc(SC)cc3)C2)cc1 (stereo not drawn) | 11.7 | 0.0 | -4.6 | 2.5 | -4.0 | -5.6 | 4.5 | 5.8
CCOC(=O)C1CCN(C(=O)/C(=C/c2ccccc2)NC(=O)c2ccccc2)CC1 | 1.9 | -0.2 | -17.5 | 3.9 | 1.3 | 4.7 | -0.4 | -9.0

6 entries picked at random from the list so far, as already listed:
Molecule | miR-122 sensor | E-selectin induc | RAD52 anneal inh | PglD DTNB | ERAP1 inh | Cneo AK release | RAD54 branch | PGC1a acetyl inh
CCn1cc(S(=O)(=O)Nc2ccccc2C(F)(F)F)cn1 | 8.0 | -5.1 | -2.4 | -4.3 | 0.2 | -1.0 | 10.2 | -8.2
NC(=O)C1CCN(C2CC(=O)N(c3ccc(F)c(Cl)c3)C2=O)CC1 (stereo not drawn) | -2.6 | x | x | -4.8 | x | -0.4 | -1.5 | 1.1
Nc1nnc(SCC(=O)Nc2cccc3ccccc23)s1 | -0.7 | 0.3 | -10.1 | 0.6 | 0.1 | -1.0 | 9.0 | 0.3
Cn1c(SCC(=O)O)nnc1-c1ccc(NC(=O)c2ccc(Cl)c(Cl)c2)cc1 | 1.7 | x | -3.8 | -1.8 | -6.5 | 2.1 | -16.9 | 8.5
Cc1cc2c(cc1S(=O)(=O)CCC(=O)N(C)Cc1ccccc1)OCC(=O)N2 | x | x | -5.1 | 2.4 | 1.6 | -1.4 | -7.0 | x
C/C(N)=C(/C#N)C(=O)CSc1nnc(COc2ccccc2Cl)o1 | -2.7 | 0.0 | -20.3 | 1.3 | -0.7 | -0.4 | 4.3 | 7.5

Next section.
Molecule | miR-122 sensor | E-selectin induc | RAD52 anneal inh | PglD DTNB | ERAP1 inh | Cneo AK release | RAD54 branch | PGC1a acetyl inh
CC1(C)Cc2c(sc3c2c(N)nc(=S)n3Cc2ccc(Br)cc2)CO1 | 8.2 | 0.1 | 1.5 | -1.2 | 1.5 | -3.0 | 9.2 | -6.0
COc1ccc(NS(=O)(=O)c2ccc(NC(=S)NC(=O)C(C)C)cc2)cc1 | u | x | x | -10.7 | x | 13.0 | -8.6 | -6.8
O=C(c1cc2nc(-c3ccco3)cc(C(F)(F)F)n2n1)N1CCN(c2ccc(F)cc2)CC1 | x | x | -19.6 | 5.9 | -7.0 | 7.5 | 6.2 | 18.9
Cc1[nH]c2ccccc2c1C(=O)CSc1nc2ccccc2[nH]1 | 37.7 | x | -68.2 | x | -2.2 | -1.1 | -4.3 | 3.1
O=C(Nc1ccc(C(=O)NCCCN2CCN(c3ccccc3)CC2)cc1)C1=CSCCO1 | -5.2 | x | -10.9 | 2.3 | -2.0 | -5.3 | 6.9 | -4.9
Cc1nnc(OCC(=O)NCCC2=CCCCC2)c2ccccc12 | -1.5 | x | x | -5.5 | x | 2.7 | 4.7 | 3.0
C[C@H](CO)N1C[C@H](C)[C@H](CN(C)Cc2ccccc2)Oc2ncc(-c3ccc(F)cc3)cc2C1=O | 1.4[16.7 µM] | -0.1 | 13.9 | 4.3 | 1.6 | 5.4 | -2.0 | -8.9
COc1ccc(C(=O)OCC(=O)NCCN2C(=O)CSC2=O)cc1[N+](=O)[O-] | 9.5 | 0.2 | -14.2 | -5.3 | -1.2 | 0.0 | 4.9 | -12.2
Ic1ccc(N2CCN(Cc3c[nH]c4ncccc34)CC2)cc1 | 6.4 | 0.6 | -5.0 | -0.4 | -1.6 | 0.6 | 4.7 | x
CCOc1cc(/C=C\[N+](=O)[O-])ccc1OCC(=O)N1CCOCC1 | x | 0.0 | -10.4 | x | 1.8 | x | x | -36.9
C/C(CC(=O)Nc1ccc(C)c(Cl)c1)=N\NC(=O)Cc1ccccc1 | -10.6 | x | x | 4.4 | x | 3.0 | -3.9 | 1.8
Cc1ccc(C)c(NC(=O)c2cc(-c3cc(C)ccc3O)n[nH]2)c1 | x | 0.4 | -4.9 | -7.5 | -2.9 | -5.9 | -5.1 | -16.4
O=C(CN1CC(=O)Oc2ccccc21)NCc1ccco1 | 1.1 | x | x | -0.9 | x | 0.9 | 7.0 | -12.0
c1ccc(C(Cc2nc(-c3ccncc3)no2)c2ccccc2)cc1 | -4.9 | x | x | 4.0 | x | 1.7 | -0.6 | -16.8
C(#CC1CCCC1)c1ccc2c(c1)COc1c3ccccc3nn1-2 | -2.0 | 0.0 | -6.7 | 1.6 | 0.6 | 4.7 | -2.6 | x
O=C(C[C@H]1C(=O)N(CCc2ccccc2)C[C@@H]1Cc1ccccc1)Nc1ccccc1 | 26.6 | x | -4.8 | -3.7 | 1.4 | 11.9 | -0.7 | -8.6
CCc1ccc(NC(=S)N2CCCC(C(F)(F)F)C2)cc1 (stereo not drawn) | 7.9 | 0.0 | -7.0 | -2.1 | 1.5 | -1.8 | 1.7 | -17.0
CC(NCC(=O)Nc1cc(S(=O)(=O)N2CCOCC2)ccc1Cl)c1ccc(Cl)cc1Cl (stereo not drawn) | x | x | 3.3 | 6.1 | 1.6 | 0.5 | 13.1 | x
O=C(Nc1ccc(N2CCCCC2)cc1)c1ccc(F)cc1F | -5.2 | x | -12.1 | 1.7 | 0.3 | -1.7 | 5.3 | x
OC(CN1C2=NCCN2c2ccccc21)c1ccccc1 (stereo not drawn) | 4.8 | x | -15.7 | 11.1 | 3.1 | 0.0 | -22.3 | 9.0
COCC(=O)N(C)C[C@H]1Oc2cc(C#CCN(C)C)ccc2S(=O)(=O)N([C@@H](C)CO)C[C@H]1C | -8.6[16.7 µM] | -0.5 | 5.1 | 3.9 | -5.1 | 0.5 | -4.3 | 1.5
O=C(NOCc1ccccc1)c1ccc(Cl)cc1 | x | 0.7 | -8.6 | -4.3 | 0.4 | -5.8 | 5.1 | x
CC(=O)c1ccc(NC(=O)C2CCN(S(=O)(=O)c3ccc4c(c3)N(C(C)=O)CCO4)CC2)cc1 | -3.4 | x | -11.9 | -1.5 | -1.1 | -1.3 | -23.8 | -19.9
